Fam108B inh: counter-screen for RBBP9 inhibitors: inhibitors of mouse Fam108B; recombinant Fam108B, FP-Rh probe fluorescence polarization; inhibition, % at 9.51 µM; hit rate 0.33% among 300,000; AID 1947;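 active = inhibition above the screen mean inhibition plus 3 SD, computed separately per campaign, cut at about 18% in these data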;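 also: inhibitors lower polarization as less probe binds the enzyme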
Efflux pump mplx: blocks antifungal efflux pumps in multiplex yeast assay. inhibition, % at 10 µM. S. cerevisiae Candida pump triplex, Nile Red efflux. AID 485275. hit rate 0.44% among 330,000;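 active = plate passing quality check with inhibition over a set limit, or well fluorescence over plate mean plus 4 SD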;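 also: Nile Red retained in pooled yeast measured as flow cytometry median fluorescence; 0% = buffer negative control and 100% = Enniatin B positive control; higher means more Nile Red kept so more efflux inhibition; some compounds called inactive have numbers as strong as hits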
CR mimetic SO: caloric restriction mimetics inhibiting age-related superoxide in yeast. S. cerevisiae aged cells, superoxide DHE fluorescence; active compounds read low. superoxide response (% of plate mean), % at 10 µM. hit rate 0.18% among 330,000;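 active = superoxide response under a set limit, about three screen SD below normal, cut at about 65% in these data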;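 also: yeast aged for seven days with compound at 30 °C before DHE staining; 100% = average MFI of all compound-treated wells on the plate with controls excluded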
MCL1-BIM inh: disrupts human MCL1 binding to BIM-BH3 peptide; Q07820; hit rate 0.68% among 320,000; GST-MCL1 / FITC-Bim-BH3 fluorescence polarization; inhibition, % at 10.9 µM;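 active = inhibition above the mean inhibition of all tested compounds plus 3 SD, set per campaign, cut at about 40% in these data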;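 also: 0% = DMSO wells and 100% = unlabeled Bim-BH3 peptide control; higher means more loss of mP so more displacement of Bim peptide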
GLD-1 TGE inh: GLD-1-TGE RNA interaction inhibition (C. elegans) | inhibition, % at 5.96 µM | Q17339 | hit rate 0.44% among 320,000 | purified GLD-1 + fluorescein TGE RNA, fluorescence polarization | AID 2280;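 active = percent inhibition above a per-plate cutoff, the plate mean of test compounds plus 3 SD, cut at about 30% in these data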;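 also: 0% = DMSO wells with GLD-1 and probe and 100% = wells lacking GLD-1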
Target sequence (Q17339 whole entry, looked up): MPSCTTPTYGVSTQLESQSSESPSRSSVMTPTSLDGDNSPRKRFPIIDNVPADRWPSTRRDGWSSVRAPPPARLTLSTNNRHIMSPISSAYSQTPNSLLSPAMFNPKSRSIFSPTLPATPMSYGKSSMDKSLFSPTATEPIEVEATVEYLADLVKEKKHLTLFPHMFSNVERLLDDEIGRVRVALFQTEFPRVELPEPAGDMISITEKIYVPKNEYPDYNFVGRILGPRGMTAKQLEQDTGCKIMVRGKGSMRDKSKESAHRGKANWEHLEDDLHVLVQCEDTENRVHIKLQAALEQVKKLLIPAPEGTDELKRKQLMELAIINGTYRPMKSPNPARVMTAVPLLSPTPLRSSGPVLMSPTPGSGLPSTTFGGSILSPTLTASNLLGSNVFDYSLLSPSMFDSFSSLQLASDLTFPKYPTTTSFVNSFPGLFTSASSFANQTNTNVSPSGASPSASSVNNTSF
BCLXL inh: Bcl-xL (human) inhibition; hit rate 0.7% among 320,000; AID 2129; GST-Bcl-xL / FITC-Bim BH3 peptide fluorescence polarization; inhibition, % at 10.9 µM;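 active = inhibition above the mean of all tested compounds plus 3 SD, cutoff set per campaign, cut at about 30% in these data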;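 also: 0% = DMSO wells and 100% = unlabeled Bim-BH3 peptide competitor; inhibitors lower millipolarization by displacing the labeled peptide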
MEX-5 binding: C. elegans MEX-5 TCR-2 RNA binding activity | AID 1832 | MEX-5/FITC-TCR2 RNA binding, fluorescence polarization; active compounds read low | activity score (negative = inhibition of binding), % at 10 µM | Q9XUB2 | hit rate 0.38% among 300,000;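 active = inhibition past about -25% in most replicates, and total fluorescence under double the plate's negative control median, limit read from the data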;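 also: 0% = DMSO and -100% = 5 µM competing unlabeled TCR2 RNA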
Target sequence (Q9XUB2 whole entry, looked up): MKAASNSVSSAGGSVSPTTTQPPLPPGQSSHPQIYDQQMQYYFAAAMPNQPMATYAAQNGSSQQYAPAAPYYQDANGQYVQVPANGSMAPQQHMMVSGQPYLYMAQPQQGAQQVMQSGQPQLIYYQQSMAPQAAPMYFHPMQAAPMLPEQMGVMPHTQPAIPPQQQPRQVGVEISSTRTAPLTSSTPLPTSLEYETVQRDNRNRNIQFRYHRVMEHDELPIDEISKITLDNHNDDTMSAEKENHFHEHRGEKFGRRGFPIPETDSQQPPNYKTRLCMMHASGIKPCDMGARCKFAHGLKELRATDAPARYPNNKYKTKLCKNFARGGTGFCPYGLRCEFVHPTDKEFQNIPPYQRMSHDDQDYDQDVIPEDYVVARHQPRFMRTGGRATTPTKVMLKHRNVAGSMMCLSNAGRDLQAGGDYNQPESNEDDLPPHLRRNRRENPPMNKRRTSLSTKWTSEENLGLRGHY
ZTA DNA inh: counter-screen for EBNA-1 inhibitors: inhibitors of Epstein-Barr virus ZTA; P03206; ZTA-DNA binding, fluorescence polarization; inhibition, % at 11 µM; hit rate 0.15% among 320,000; AID 2234; in the data active = inhibition above about 33%
EBNA-1 inh: blocks EBNA-1 binding to DNA; EBNA-1 DNA binding, fluorescence polarization; inhibition, % at 14.8 µM; hit rate 0.34% among 300,000; in the data active = inhibition above about 28%
The depositor's hits bear a star; · = no result given.

Structure	Fam108B inh	Efflux pump mplx	CR mimetic SO	MCL1-BIM inh	GLD-1 TGE inh	BCLXL inh	MEX-5 binding	ZTA DNA inh	EBNA-1 inh
COc1ccc(C2=NS(=O)(=O)N(C)C(C(=O)Nc3ccc4c(c3)OCO4)=C2)cc1	-0.2	0.0	100.0	4.5	3.8	4.2	·	0.5	-13.5
CCC(=O)NC(=S)Nc1cccc(Cl)c1N1CCCCC1	-6.4	-0.1	121.9	7.4	1.9	4.1	0.4	11.9	0.5
Cc1ccc(-n2ccnc2SCC(=O)O)cc1C	-1.5	0.0	91.4	-0.9	-2.4	1.5	0.8	-8.1	4.0
COc1ccc2oc(=O)c(C(=O)N3CCN(c4ccccc4C)CC3)cc2c1	-0.9	0.1	87.8	6.7	7.7	6.1	-0.5	-17.0	-10.4
CCOC(=O)C1(CC2CCCCO2)CCN(Cc2nc(C(C)C)cs2)CC1 (stereo not given)	-5.7	0.7	99.5	0.7	-6.7	0.7	0.9	7.4	-15.8
NS(=O)(=O)c1ccc(NC2(C(=O)O)CCCC2)cc1	2.6	0.0	95.0	2.7	5.0	4.5	1.6	15.2	-0.3
CCOc1cc(NC(=O)c2ccccn2)c(OCC)cc1NC(=O)c1ccccc1	-3.2	0.0	99.4	-2.9	-0.7	3.0	1.9	5.6	1.7
O=C(NCC(=O)N(CC1CCCO1)C(C(=O)NC1CCCC1)c1cccnc1)c1ccco1 (stereo not given)	1.1	0.0	89.5	0.8	3.7	0.9	1.0	8.8	2.2
Cc1ccc2c(CN3CCOCC3)cc(=O)oc2c1	2.5	0.1	90.9	5.2	5.1	1.7	0.4	-2.1	12.0
CCCCC1=CC2=CC(=O)C(C)(OC(=O)CC)C(=O)C2=CN1CC(C)C (stereo not given)	3.6	0.0	107.1	41.2*	31.1*	34.5*	-9.5	-30.0	-9.0
CN(C)C(CNC(=O)C1CCN(S(=O)(=O)c2cccc(Cl)c2Cl)CC1)c1ccccc1 (stereo not given)	-1.7	0.3	98.4	-3.0	2.2	-6.8	-0.2	1.6	2.0
Cc1sc2nc(C3CC3)nc(NCCNS(=O)(=O)c3ccccc3)c2c1C	-4.2	-0.1	99.1	3.7	1.7	4.2	-1.0	-2.2	2.0
O=C(c1cccc2ccccc12)N1CCN=C1SCc1ccc([N+](=O)[O-])cc1	0.1	0.3	97.3	3.6	8.1	3.8	2.0	16.8	5.0
CCCN(CCC)C(=S)NC1CC2C=CC1C2 (stereo not given)	6.6	-0.1	95.9	-5.5	-1.0	-0.2	0.3	5.5	-2.6
Cc1ccc(OCC(O)Cn2nc(C)cc2C)cc1 (stereo not given)	2.7	-0.1	86.1	2.4	3.2	3.0	·	13.0	-8.8
CC(C)Cn1c2c(c(O)c(C(=O)Nc3ccc(F)cc3)c1=O)CCCC2	-6.1	0.1	90.8	9.4	-0.8	3.0	-0.3	0.4	-3.8
CCC1=[N+](CC(=O)c2ccc(C)cc2)CCn2c(C)ccc21	4.1	-0.2	93.6	1.7	0.0	9.7	-0.3	2.1	6.6
COC(=O)CSc1nnc(CNC(=O)c2ccc(OC)cc2OC)n1C	-3.7	-0.1	70.0	-5.0	-0.6	1.4	-0.8	-5.4	-2.5
Cc1ccc(CNc2ncnc3c2cnn3-c2ccccc2)cc1	-3.4	0.1	94.1	3.8	10.9	2.9	1.9	0.5	9.0
O=C(NCCC(=O)N(CCc1ccccc1)Cc1ccccc1)c1ccc(Br)cc1	2.3	-0.1	76.0	-1.9	8.6	0.5	-0.7	4.6	-9.1
CCN(C(=O)CCN1C(=O)/C(=C/c2ccccc2)SC1=S)C1CCS(=O)(=O)C1 (stereo not given)	2.6	-0.1	78.5	6.3	5.5	8.2	1.1	6.7	17.3
O=C(c1cc(-c2ccccc2)nn1-c1ccccc1)N1CCN(S(=O)(=O)c2c(F)cccc2F)CC1	3.0	0.1	110.6	1.6	8.9	1.4	-3.2	8.1	0.6
COCc1cc(=O)[nH]c(N2CCN(C(=O)c3ccco3)CC2)n1	5.1	0.0	105.2	-6.3	-4.7	-1.1	2.6	-7.0	10.8
Cc1nn(Cc2ccccc2Cl)c2sc(C(=O)Nc3nccs3)cc12	-5.9	0.1	112.5	-15.5	-3.2	-2.7	2.2	5.9	-14.5
COc1ccc(CCNc2oc(COc3ccccc3Cl)nc2C#N)cc1OC	-2.9	0.0	102.5	1.4	5.0	2.6	2.8	-21.0	-5.4
Cc1cc(C)cc(NC(=O)C(c2ccccc2)N2CCN(CC(=O)NC3CC3)CC2)c1 (stereo not given)	·	-0.1	95.4	0.2	3.4	-7.5	·	3.4	·
C=CCN(C(=O)c1csnn1)C(C(=O)NCc1ccccc1)c1ccccc1F (stereo not given)	0.0	0.1	98.2	5.4	0.9	3.6	-0.6	14.9	-1.1
CCOc1ccc(/C=N/NC(=O)C2CC2)cc1OC	5.6	0.1	91.3	8.8	-0.8	5.1	-0.9	-6.8	13.2
C=CCn1c(SCCOC)nc2c1c(=O)[nH]c(=O)n2C	-2.4	0.0	76.9	-6.0	4.1	-1.4	0.5	-3.4	1.7
C=CCn1c(SCC(=O)/C(C#N)=C(\C)N)nnc1C1CCCCC1	5.1	0.0	99.0	0.5	-5.3	1.3	0.4	-10.7	-3.3
Brc1ccc(CN2CCSCC2)cc1	0.1	-0.1	90.9	-1.8	5.1	-1.6	3.5	5.8	-14.5
CCc1ccc(NC(=O)c2cc(-c3ccco3)on2)cc1	-0.4	-0.1	86.2	-8.6	-16.1	-4.2	-1.7	-12.7	7.5
CCCc1ccc(OCCNC(=O)C2CCCCC2)cc1	-0.8	-0.1	76.2	8.2	3.2	8.2	-0.4	6.1	0.5
Cc1cc(C)nc(SCCCNCc2ccccc2)n1	-2.9	-0.2	101.5	6.3	-4.8	6.3	0.1	-18.8	-3.6
CCOc1cc(C(=O)O/N=C(\N)c2ccccn2)cc(OCC)c1OCC	-1.2	0.1	98.0	-5.4	6.1	3.2	-1.3	1.5	0.0
CN1C2C=C3C(C#N)=C(N)C(C#N)(C#N)[C@@H](c4ccc(Cl)cc4)[C@@H]3C1CC2 (stereo not given in full)	-4.7	-0.1	101.0	14.9	13.3	7.7	-0.2	2.7	-4.7
O=C(Cc1ccc(F)cc1)Nc1ccc2[nH]ncc2c1	-2.4	0.1	102.2	5.2	-0.3	3.9	-0.1	9.0	0.2
Brc1ccc(-c2nnc(-c3cccc(Br)c3)o2)cc1	-7.0	0.6	105.0	-12.6	-0.6	-15.6	0.0	1.7	-21.3
COCCN(CCOC)S(=O)(=O)c1ccc(Cl)nc1	3.6	0.4	96.3	-0.7	2.2	2.8	-4.2	-3.0	6.4
O=C(NCc1ccc2c(c1)OCO2)c1cc(S(=O)(=O)N2CCCCC2)ccc1F	1.3	-0.1	100.5	10.9	0.0	3.3	1.2	-1.0	-5.1
CC1CCC(NC(=O)c2nn(C)c3c2CSc2ccccc2-3)CC1 (stereo not given)	-3.4	-0.3	102.5	4.7	-5.3	7.2	1.1	7.3	-0.4
Cc1cc(C)c(C(=O)NCC(=O)c2ccccc2)c(C)c1	8.1	0.0	95.5	6.2	-8.5	5.7	3.0	2.8	3.0
CN(Cc1nccs1)C(=O)C1CCC(=O)N(Cc2ccccc2F)C1 (stereo not given)	1.4	0.1	91.3	8.6	-5.1	7.0	2.1	9.7	9.8
NC(=O)C1CCN(CC(=O)Nc2nc(-c3ccccc3)cs2)CC1	-7.2	0.0	99.7	6.1	-0.2	3.6	-3.5	12.6	-4.1
CC(C)c1ccc(-c2nn[nH]n2)cc1	-2.2	0.2	117.1	1.6	-7.9	5.8	1.1	-11.4	-17.5
O=C(O)C1C2CCC(C2)C1C(=O)NCCc1cccc(Cl)c1 (stereo not given)	7.9	0.0	96.2	-1.1	-1.5	-0.2	-1.0	4.6	-7.7
FC(F)(F)c1nc2ccccc2n2c(-c3c(Cl)cccc3Cl)nnc12	0.6	0.2	103.9	3.7	7.8	0.5	-0.1	-30.2	-5.5
O=C(O)CCCCCNC(=O)Nc1ccc2c(c1)OCCO2	-3.8	-0.1	121.2	-1.8	8.3	-3.3	1.2	-14.6	-7.5

Laid out differently: four of the compounds above.
The line under a structure holds: Fam108B inh	Efflux pump mplx	CR mimetic SO	MCL1-BIM inh	GLD-1 TGE inh	BCLXL inh	MEX-5 binding	ZTA DNA inh	EBNA-1 inh
> COCCN(CCOC)S(=O)(=O)c1ccc(Cl)nc1
→ 3.6	0.4	96.3	-0.7	2.2	2.8	-4.2	-3.0	6.4
> O=C(NCc1ccc2c(c1)OCO2)c1cc(S(=O)(=O)N2CCCCC2)ccc1F
→ 1.3	-0.1	100.5	10.9	0.0	3.3	1.2	-1.0	-5.1
> CC1CCC(NC(=O)c2nn(C)c3c2CSc2ccccc2-3)CC1 (stereo not given)
→ -3.4	-0.3	102.5	4.7	-5.3	7.2	1.1	7.3	-0.4
> Cc1cc(C)c(C(=O)NCC(=O)c2ccccc2)c(C)c1
→ 8.1	0.0	95.5	6.2	-8.5	5.7	3.0	2.8	3.0

Remaining list, next part.
Structure	Fam108B inh	Efflux pump mplx	CR mimetic SO	MCL1-BIM inh	GLD-1 TGE inh	BCLXL inh	MEX-5 binding	ZTA DNA inh	EBNA-1 inh
CN(c1nc(-c2ccccc2)cs1)C1CCS(=O)(=O)C1 (stereo not given)	-0.5	0.0	94.9	4.2	-1.8	-1.0	-1.0	-7.5	-1.1
Cc1ccc(NS(=O)(=O)c2c(C)nc3sccn3c2=O)c(C)c1	-1.1	0.1	99.8	-4.1	4.1	-2.2	0.4	1.9	-2.8
COc1ccc(-n2c(=S)[nH]c3cc(C(=O)NCc4ccco4)ccc3c2=O)c(OC)c1	-2.0	-0.1	91.1	12.4	3.2	11.1	-3.8	-11.0	-1.3
CC(C)C(NC(=O)/C(=C/c1ccco1)NC(=O)c1ccc(Br)o1)C(=O)O (stereo not given)	-0.9	-0.1	89.5	45.1*	15.9	34.9*	-3.8	-5.0	-5.1
Oc1c(CN2CCN(c3ccccn3)CC2)cc(Cl)c2cccnc12	3.3	0.3	125.9	5.9	4.7	7.5	-7.0	12.0	-5.0
CCOC(=O)[C@H]1[C@H]2COc3ccc(OC)cc3[C@@H]2N2C(=O)CN(CC3CCCO3)C(=O)[C@@]12C (stereo not given in full)	·	-0.1	81.0	5.9	1.9	5.1	·	-4.5	·
CC(C)(C)c1cc(NC(=O)CSc2nnc(NCc3ccccc3)s2)n(-c2ccccc2)n1	-1.2	0.1	84.0	-1.6	-4.8	-3.0	0.0	-2.6	-8.1
O=C(NC1CCCCC1)C(c1ccc(F)cc1)N(C(=O)c1cccs1)c1ccc2c(c1)OCO2 (stereo not given)	-0.8	0.1	123.6	0.7	2.9	5.7	-1.3	-0.4	7.2
Cc1cc(=O)oc2cc(OCc3ccc(S(=O)(=O)N4CCOCC4)cc3)ccc12	2.8	0.1	106.2	11.4	-18.9	4.7	-3.6	2.0	-5.9
COc1cccc(C2=NOC(C(=O)NCCCn3ccnc3)C2)c1 (stereo not given)	-3.0	0.0	98.4	-2.3	-1.2	3.7	2.1	5.0	6.7
Cc1ccc2c(n1)CC(C)(C)C/C2=N\O	1.4	0.0	100.2	4.8	1.2	5.0	-1.3	-21.1	-2.8
